RGS7-Gao: regulators of human RGS7-Galphao interaction | Multiplexed bead flow cytometry, RGS7-Galphao binding; actives lie on both sides | 0.35% of 220,000 active | P09471 | binding response (% of control), % at 10 µM; in the data active means binding response below about 49% or above about 150%; inconclusive means no clear call, values can overlap the other calls; inactive means in between;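 further: fluorescent Galphao held in activated GDP-AlF4 state binding bead-coupled RGS7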
Target sequence (P09471 whole entry, looked up): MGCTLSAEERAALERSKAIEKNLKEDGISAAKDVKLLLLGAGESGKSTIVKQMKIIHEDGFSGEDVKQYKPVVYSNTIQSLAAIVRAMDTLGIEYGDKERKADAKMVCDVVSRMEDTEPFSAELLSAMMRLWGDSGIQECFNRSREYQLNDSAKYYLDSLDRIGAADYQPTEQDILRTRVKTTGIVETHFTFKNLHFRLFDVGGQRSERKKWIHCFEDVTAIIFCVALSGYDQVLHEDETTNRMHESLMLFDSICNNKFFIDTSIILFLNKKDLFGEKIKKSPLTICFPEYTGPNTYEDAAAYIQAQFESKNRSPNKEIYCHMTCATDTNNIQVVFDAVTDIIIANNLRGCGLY
Mcl1-Bid inh: Mcl-1/Bid interaction inhibition; Q07820; TR-FRET Mcl-1/Bid-Dy647 peptide binding, 1536-well; inhibition, % at 21.7 µM; 0.97% of 220,000 active;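 active means compounds that cut the binding signal by more than half at the single screening dose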;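 further: His-tagged Mcl-1 with europium anti-His antibody binding Bid BH3 peptide; 0% = Mcl-1 plus peptide wells and 100% = peptide-only wells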
Bim-Bcl-2: disrupts Bim peptide binding to human Bcl-2 | P10415 | Bead-based flow cytometry, Bim peptide-Bcl-2 binding | inhibition, % at 10 µM | 0.06% of 190,000 active | AID 950; in the data active means inhibition above about 40%; inconclusive means no clear call, values can overlap the other calls;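 further: 0% = no compound wells with probe peptide and 100% = reference peptide inhibitor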
Bim-Mcl-1: inhibitors of Bim-Mcl-1 interaction, human. inhibition, % at 10 µM. AID 1009. Bead-based flow cytometry, Bim peptide-Mcl-1 binding. Q07820. 0.1% of 190,000 active;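 further: 0% = no compound tracer wells and 100% = peptide blocker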
RGS4-Gao reg: modulates binding of RGS4 to human Galphao. P09471. Multiplexed bead flow cytometry; actives lie on both sides. binding response (% of control), % at 10 µM. 0.33% of 220,000 active; in the data active means binding response below about 49% or above about 150%; inactive means in between;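 further: fluorescent Galphao activated with aluminum fluoride binding bead-coupled RGS4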
Bim-Bfl-1: inhibitors of Bim-Bfl-1 interaction, human. Q16548. Bead-based flow cytometry, Bim-Bfl-1 binding inhibition. inhibition, % at 10 µM. 0.12% of 190,000 active. AID 1008;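 further: 0% = wells without compound plus tracer and 100% = blocker peptide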
Mcl1-Noxa inh: Mcl-1/Noxa interaction inhibition; inhibition, % at 21.7 µM; 1.5% of 220,000 active; TR-FRET Mcl-1/Noxa peptide binding, 2 h;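 active means compounds that cut the protein-peptide binding signal by more than 50% relative to plate controls in a single-dose test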;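 further: His-tagged Mcl-1 with rhodamine Noxa BH3 peptide and terbium anti-His antibody; 0% = Mcl-1 plus Noxa peptide wells and 100% = peptide-only wells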
Bim-Bcl-B: human Bim-Bcl-B interaction inhibition. bead-based flow cytometry, Bim peptide-Bcl-B binding. 0.073% of 190,000 active. inhibition, % at 10 µM;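 further: 0% = tracer peptide without compound and 100% = reference inhibitor peptide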
Target sequence (Q9HD36 whole entry, looked up): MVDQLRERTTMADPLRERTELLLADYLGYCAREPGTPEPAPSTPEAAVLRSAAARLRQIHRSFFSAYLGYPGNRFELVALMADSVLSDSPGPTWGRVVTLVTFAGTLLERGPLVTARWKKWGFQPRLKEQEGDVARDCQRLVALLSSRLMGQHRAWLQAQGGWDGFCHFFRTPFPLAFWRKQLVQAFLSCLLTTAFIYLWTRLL
Bcl-W Bim block: disrupts Bim peptide binding to human Bcl-W. Q92843. bead-based flow cytometry. inhibition, % at 10 µM. 0.02% of 190,000 active;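 further: 0% = bound tracer without compound and 100% = peptide blocker; higher means less fluorescent Bim peptide bound to Bcl-W beads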
Target sequence (Q92843 whole entry, looked up): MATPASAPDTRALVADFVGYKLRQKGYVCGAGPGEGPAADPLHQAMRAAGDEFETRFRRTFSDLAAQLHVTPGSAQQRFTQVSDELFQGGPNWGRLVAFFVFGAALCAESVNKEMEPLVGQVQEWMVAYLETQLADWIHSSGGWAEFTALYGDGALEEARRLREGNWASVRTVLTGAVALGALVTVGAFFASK
Bim-Bcl-XL: disrupts Bim peptide binding to human Bcl-XL | inhibition, % at 10 µM | AID 1007 | bead flow cytometry, fluorescence | Q07817 | 0.04% of 190,000 active
RGS8-Gao: regulators of human RGS8-Galphao interaction; P09471; multiplexed bead flow cytometry, RGS8-Galphao binding; actives lie on both sides; response (percent of control binding), % at 10 µM; 0.34% of 220,000 active; AID 1423; in the data active means response below about 60% or above about 140%; inactive means in between;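 further: Galphao activated as the GDP aluminium fluoride complex binding bead-coupled RGS8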
* hit, by the source's call; ? = inconclusive; / = no result given. Unless noted, no stated cut-off is given here; in the data, active means inhibition above about 40%. Compounds were not picked by outcome, and some 2.7% of all compounds hit somewhere here.

SMILES	RGS7-Gao	Mcl1-Bid inh	Bim-Bcl-2	Bim-Mcl-1	RGS4-Gao reg	Bim-Bfl-1	Mcl1-Noxa inh	Bim-Bcl-B	Bcl-W Bim block	Bim-Bcl-XL	RGS8-Gao
Cc1ccccc1Cn1ccc(NC(=O)c2cnn3c(C(F)(F)F)cc(-c4ccco4)nc23)n1	100	0	-10	0	102	-11	-4	-11	0	-11	97
Cc1nc(OCC(C)C)c2sc3nc4c(cc3c2n1)COC(C)(C)C4	?	-17	/	/	97	/	1	/	/	/	96
O=C1NC(=Nc2ccccc2)S/C1=C\C=C\c1ccco1	104	42	-2	-6	103	-10	112*	-6	-5	-5	105
CC(C)(C)NC(=O)NC(=O)CSc1nnc(-c2ccccc2F)n1N	96	-34	-4	-1	97	-4	-5	-6	2	-1	98
Cc1ccnc(NC(=O)Cn2ccc([N+](=O)[O-])n2)c1	103	-3	-6	-5	102	-8	13	-4	-4	-3	106
O=C(CCCOc1ccccc1)Nc1ccc(S(=O)(=O)N2CCOCC2)cc1	98	-5	0	0	100	-1	13	0	-1	0	99
O=C1CSC(c2ccccn2)N1c1ccccc1 (centres undefined)	103	-23	0	1	105	0	-3	4	2	2	100
N#Cc1nc(Cc2ccccc2)oc1NCCc1ccccc1	102	4	-7	-2	103	-16	12	-5	0	-3	99
CS(=O)(=O)N(Cc1ccccc1)c1ccccc1C(=O)Nc1ccccc1C(=O)NCc1ccco1	105	-48	6	5	105	2	-4	7	4	3	103
CCN1C(=O)C2(C(C(=O)c3cc4ccccc4o3)=C(O)C(=O)N2CCCN(C)C)c2ccccc21 (centres undefined)	?	-9	/	/	96	/	7	/	/	/	99
COc1cccc(NC(=O)CSc2nnc(Cc3cccn3C)n2-c2ccc(F)cc2)c1	103	-35	-11	-2	101	-14	-7	-5	0	-3	100
Cc1ccccc1NC(=O)C(c1ccccc1)C1CCCC1 (centres undefined)	95	-34	-5	-8	101	-9	-25	-9	-10	-11	90
CSc1cccc(NC(=S)N(CCN(C)C)C(C)c2ccccn2)c1 (centres undefined)	102	-50	-1	0	101	-4	-7	-6	0	-1	107
CCn1c2ccccc2c2nnc(SCC(=O)N(C)C3CCS(=O)(=O)C3)nc21 (centres undefined)	95	-13	-2	0	94	-11	15	-5	-3	-4	94
CCc1nn(CC(=O)NCCCN(CC)c2cccc(C)c2)c(=O)c2cc3occc3n12	108	-32	-2	-4	103	-6	7	-8	-2	-3	107
COCCNC(=O)CSc1nnc(CCCN2C(=O)c3cccc4cccc(c34)C2=O)n1-c1ccccc1	102	-41	-6	-14	103	-18	-8	-8	-6	-5	101
CCn1c(CSc2nnc(-c3cccnc3)n2-c2ccccc2C)nc2cc(C(=O)O)ccc21	101	-21	0	0	98	-3	38	0	8	0	98
O=C(NCc1ccccc1Cl)c1csc2c1CCCCC2	103	-26	-6	0	101	-5	-30	-7	0	0	105
CCOC(=O)C1CCCN(C(=O)c2cccc([N+](=O)[O-])c2C)C1 (centres undefined)	100	2	0	-3	98	-2	16	0	0	0	104
CCCCc1ccc(NC(=O)CSC2=C(C#N)C(c3ccco3)C3=C(CCCC3=O)N2)cc1 (centres undefined)	99	-13	-2	0	99	-2	-15	0	-2	-2	102
Cn1ncc([N+](=O)[O-])c1C(=O)N/N=C/c1c[nH]c2ccccc12	102	-8	-4	-2	102	-4	-2	-4	-1	-3	100
CCOC(=O)c1oc2cc(O)ccc2c(=O)c1-c1ccccc1OC	94	-27	-1	0	94	-1	12	-3	-4	-3	100
O=C(COc1ccc(Cl)cc1Cl)NN1C(=O)/C(=C\c2ccc(Cl)cc2)SC1=S	102	-15	-5	0	109	-2	6	-5	-4	0	106
COC(=O)CCC(=O)N1CCc2cc(S(=O)(=O)N3CCc4ccccc43)ccc21	101	5	-4	-7	100	-1	12	-2	-2	-2	91
N#CC(c1ccc(Cl)cc1)c1ccc(Cl)nn1 (centres undefined)	99	21	2	-3	101	-1	19	0	-1	-2	106
Cc1ccc2cc(CN(Cc3nnnn3C3CCCC3)C3CCCCC3)c(=O)[nH]c2c1C	96	-13	-3	-1	97	-13	16	-6	0	-5	99
CCN(CC)C(=O)c1ccc(/C=C/c2c[nH]c3ccccc23)[n+](C)c1	110	-86	-4	-2	115	-1	-97	-4	0	-6	93
Cc1[nH]n(-c2ccc(Cl)cc2)c(=O)c1/C=N/n1c(C)nc2ccccc2c1=O	107	3	-2	-2	109	0	-7	-4	-5	-9	109
CCOc1ccc(NC(=O)CN(c2ccc(OC)cc2)S(C)(=O)=O)cc1	115	-4	1	4	110	2	37	-4	-6	1	109
Cc1onc(-c2ccccc2)c1NC(=O)Nc1c(-c2ccccc2)noc1C	107	-10	-3	-3	105	-6	11	-3	0	-1	103
Cc1ccc(OCc2ccc(C(=O)NN)o2)cc1C	?	-11	/	/	102	/	-6	/	/	/	100
O=C(O)C1CSCN1S(=O)(=O)c1cccc2nsnc12 (centres undefined)	99	-11	3	1	100	1	17	0	0	-1	100
COc1ccc(C(=O)N2CCCC(c3ccccc3)C2)cc1 (centres undefined)	96	-9	1	0	98	-5	1	2	0	-1	103
COc1ccc(-c2csc(NC(=O)c3cccs3)c2C(=O)O)cc1OC	96	-5	1	0	97	-4	13	-2	-3	0	102
Cc1ccc(-c2c(C)sc(=NC(=O)c3ccco3)n2C)cc1	92	-45	2	0	84	1	-1	2	0	-3	91
COCCSc1nnc(NC(=O)C2CC(=O)N(c3ccc(C)cc3)C2)s1 (centres undefined)	?	-15	1	-1	98	0	9	0	-4	-4	101
CC1CCCC(NC(=O)CSc2nccn2C)C1C (centres undefined)	86	-7	1	1	81	5	-6	0	-1	-3	81
COc1ccc(Oc2cc(Cl)nc(N)n2)cc1	93	-12	0	0	92	-4	0	-1	2	0	98
CN1/C(=C\C=C2/SC(=S)NC2=O)C(C)(C)c2ccccc21	107	-34	-4	-7	104	0	-40	-11	-7	-5	103
O=C(Nc1nc2ccc(F)cc2s1)C1=NN(c2ccccc2)C(=O)CC1	105	-57	-6	-7	107	-13	25	-15	-7	-12	105
COc1cc(/C=C/C(=O)OCC(=O)N2CC3(C)CC2CC(C)(C)C3)ccc1O (centres undefined)	101	-70	-3	1	102	-1	-7	0	0	3	105
CCc1ccc(NC(=O)CN2C(=O)CSC2=O)cc1	97	-6	/	3	89	6	4	0	4	12	91
CCc1nnc(NC(=O)CCC(=O)N2CCCC2)s1	101	18	2	-2	99	1	6	0	-2	-1	91
COc1ccc(C(=O)N2CCN(Cc3nc(CC4CC4)no3)CC2)cc1	94	-17	-3	-2	101	-5	5	-4	0	-3	102
C[C@@H]1CC=C[C@H]2[C@H]1C(=O)N(Cc1ccccc1)[C@H]2c1ccc(/C=C/c2ccccc2)cc1F	?	-33	/	/	108	/	14	/	/	/	104
COc1cccc(NC(=O)CN(c2ccc([N+](=O)[O-])cc2)S(=O)(=O)c2ccccc2)c1	99	5	-2	-4	103	-6	8	-4	-4	-4	100
COc1cccc(NC(=S)NNC(=O)Cn2nc(C(F)(F)F)cc2C)c1	101	-41	-7	-3	100	-9	-13	-22	-5	-8	98
CCOC(=O)CN1C(=O)Nc2ccc(Br)cc2C1c1ccccc1 (centres undefined)	97	-10	1	0	91	0	6	0	0	-1	98
CCCC(=O)Nc1sc(C)c(C)c1C(=O)Nc1cccc(C)c1	100	-23	-10	2	102	-13	/	-5	0	-23	104
Cn1cc(SCC(=O)O)c2ccccc21	90	-4	-15	-5	90	-18	5	-14	-3	-14	95
CC(CCc1ccccc1)NC(=O)COC(=O)c1cccs1 (centres undefined)	102	-25	3	3	104	1	11	0	1	0	103
CC(CCc1ccccc1)NC(=O)c1ccc(Br)o1 (centres undefined)	102	-34	-7	1	101	-9	-20	-7	0	-3	100
Cc1cccc(-n2c(N)cc(=O)nc2SCC(=O)Nc2nnc(C)s2)c1	101	-9	-11	-3	103	-17	18	-4	0	-4	102
CC12CCC(C/C1=N\N=C1\NC(=O)/C(=C\c3cccc(Br)c3)S1)C2(C)C (centres undefined)	97	-35	-11	-28	100	-8	-17	-16	-20	-17	100

Sorted by number of heavy atoms (falling): some entries from above.
SMILES	RGS7-Gao	Mcl1-Bid inh	Bim-Bcl-2	Bim-Mcl-1	RGS4-Gao reg	Bim-Bfl-1	Mcl1-Noxa inh	Bim-Bcl-B	Bcl-W Bim block	Bim-Bcl-XL	RGS8-Gao
C[C@@H]1CC=C[C@H]2[C@H]1C(=O)N(Cc1ccccc1)[C@H]2c1ccc(/C=C/c2ccccc2)cc1F	?	-33	/	/	108	/	14	/	/	/	104
COc1cccc(NC(=O)CN(c2ccc([N+](=O)[O-])cc2)S(=O)(=O)c2ccccc2)c1	99	5	-2	-4	103	-6	8	-4	-4	-4	100
COc1cc(/C=C/C(=O)OCC(=O)N2CC3(C)CC2CC(C)(C)C3)ccc1O (centres undefined)	101	-70	-3	1	102	-1	-7	0	0	3	105
COc1ccc(C(=O)N2CCN(Cc3nc(CC4CC4)no3)CC2)cc1	94	-17	-3	-2	101	-5	5	-4	0	-3	102
CCOC(=O)CN1C(=O)Nc2ccc(Br)cc2C1c1ccccc1 (centres undefined)	97	-10	1	0	91	0	6	0	0	-1	98
CCCC(=O)Nc1sc(C)c(C)c1C(=O)Nc1cccc(C)c1	100	-23	-10	2	102	-13	/	-5	0	-23	104
CC(CCc1ccccc1)NC(=O)COC(=O)c1cccs1 (centres undefined)	102	-25	3	3	104	1	11	0	1	0	103
CN1/C(=C\C=C2/SC(=S)NC2=O)C(C)(C)c2ccccc21	107	-34	-4	-7	104	0	-40	-11	-7	-5	103
CCc1ccc(NC(=O)CN2C(=O)CSC2=O)cc1	97	-6	/	3	89	6	4	0	4	12	91
COc1ccc(Oc2cc(Cl)nc(N)n2)cc1	93	-12	0	0	92	-4	0	-1	2	0	98
Cn1cc(SCC(=O)O)c2ccccc21	90	-4	-15	-5	90	-18	5	-14	-3	-14	95

Screening results: PubChem BioAssay, several laboratories
